Ecoli viability: bacterial growth inhibition, counter-screen for AddAB inhibitors; E. coli V3065 growth, OD600 absorbance, 18 h; inhibition, % at 11.9 µM; hit rate 0.27% among 330,000;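 active means inhibition above the campaign's mean inhibition across all tested compounds plus 3 SD, cut at about 9.9% in these data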;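 further: uninfected addAB+ strain grown without phage in ampicillin broth; 0% = DMSO wells and 100% = ciprofloxacin 0.95 µg/ml wells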
Arr AP2 block: inhibitors of human beta-arrestin and AP2 interaction; hit rate 0.31% among 340,000; FITC-arrestin peptide / GST-AP2 beads, flow cytometry; AP2 beta2 appendage carries R879A mutation; inhibition, % at 10 µM; AID 504490;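 active means inhibition above a set limit, near 3 SD of compounds lacking own fluorescence, cut at about 54% in these data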;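 further: plate controls were DMSO wells for no effect and 5 µM unlabelled arrestin peptide for full effect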
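Material – GST-tagged AP2 beta2-adaptin appendage (R879A) on 4 µm glutathione beads · Probe or stimulus – fluorescein-tagged arrestin peptide at 50 nM final · Timing – 12 min plus 1 h, RT · Detection – bead flow cytometry, FITC channel · Read-out basis – inhibition as reduced fluorescein signal on beads, percent · Medium – PBS plus Tween 20 (0.05%) and BSA (0.1%)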
DSG3 Ab inh: inhibitors of pemphigus antibody binding to human desmoglein-3; hit rate 0.48% among 310,000; binding (percent of control), % at 10 µM; DSG3-coupled beads, scFv-anti-DSG3-GFP binding, flow cytometry; active compounds read low;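 active means binding more than 3 SD below its plate's average and above zero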;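 further: hits lower antibody fragment binding to DSG3; some compounds called inactive have numbers as strong as hits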
Tat export inh: blocks Tat-dependent protein export in E. coli. E. coli MC4100 TorA-mCherry Tat export, fluorescence. inhibition, % at 10 µM. hit rate 0.036% among 340,000. AID 488895;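 active means mean replicate inhibition at least 50% and at least half of replicates individually reaching 50%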;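 further: exported cargo escapes ClpAP degradation while cytoplasmic cargo is degraded and loses fluorescence; 0% = median of neutral control wells and 100% = median of NaSCN control wells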
PfHsp90 set2: growth inhibition of yeast expressing Plasmodium Hsp90. S. cerevisiae expressing PfHsp90, BacTiter-Glo ATP, 48 h; yeast lacking PDR1 and PDR3 efflux regulators. inhibition, % at 9.4 µM. hit rate 0.32% among 310,000;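 active means every replicate shows inhibition above about 80%, whatever the replicate mean, limit read from the data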;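 further: 0% = DMSO neutral controls and 100% = 20 µM radicicol positive controls; yeast relying on Plasmodium falciparum Hsp90 in place of its own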
AddAB inh: less growth of phage-infected E. coli with AddAB; inhibition, % at 11.9 µM; AID 435030; hit rate 0.29% among 330,000; E. coli expressing H. pylori AddAB, absorbance growth; in the data active means inhibition above about 12%;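 further: 0% = vehicle wells of infected cells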
OPRM1-OPRD1 inv: mu-delta opioid heterodimer inverse agonism; cell-based MOR-DOR heterodimer luminescence; inhibition, % at 9.3 µM; AID 504357; P35372+P41143; hit rate 0.21% among 340,000; in the data active means inhibition above about 22%, passing the limit was not always enough;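 further: 0% = cells with DMSO and 100% = wells without cells with DMSO; values of inactives mirror those of a sister screen read the other way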
Target sequence (P35372 whole entry, looked up): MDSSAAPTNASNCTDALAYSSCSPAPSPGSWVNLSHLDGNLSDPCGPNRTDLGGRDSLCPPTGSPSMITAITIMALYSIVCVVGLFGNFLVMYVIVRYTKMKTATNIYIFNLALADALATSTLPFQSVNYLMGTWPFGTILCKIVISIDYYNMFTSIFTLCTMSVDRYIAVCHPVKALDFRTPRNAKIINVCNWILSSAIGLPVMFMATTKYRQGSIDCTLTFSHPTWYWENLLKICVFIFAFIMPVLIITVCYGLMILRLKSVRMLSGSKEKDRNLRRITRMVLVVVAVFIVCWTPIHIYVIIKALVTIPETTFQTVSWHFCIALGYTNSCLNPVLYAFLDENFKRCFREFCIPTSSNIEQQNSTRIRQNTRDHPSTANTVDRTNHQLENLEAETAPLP
Target sequence (P41143 whole entry, looked up): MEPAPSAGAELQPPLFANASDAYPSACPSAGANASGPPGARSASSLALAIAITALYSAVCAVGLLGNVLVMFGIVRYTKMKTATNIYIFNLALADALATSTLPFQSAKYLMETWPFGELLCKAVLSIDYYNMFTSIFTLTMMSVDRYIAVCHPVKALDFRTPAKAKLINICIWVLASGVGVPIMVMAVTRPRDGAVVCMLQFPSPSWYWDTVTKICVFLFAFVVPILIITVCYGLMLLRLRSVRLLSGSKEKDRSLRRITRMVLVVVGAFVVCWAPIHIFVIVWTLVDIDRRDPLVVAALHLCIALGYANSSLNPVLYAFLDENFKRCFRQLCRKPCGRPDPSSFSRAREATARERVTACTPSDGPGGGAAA
SUMO Mot1 rescue: SUMOylation pathway inhibition by Mot1-301 growth rescue; AID 2716; growth rescue, % at 18.8 µM; S. cerevisiae Mot1-301 growth rescue, ATP luminescence, 38.5C; percent above DMSO median, 100 means doubled; hit rate 1% among 320,000;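 active means every valid replicate shows activation above 250% relative to neutral control wells; inactive means the rest, any valid replicate at or below 250%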;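 further: OY570 slx delta 5 strain wells were the positive control but not used for scaling; some compounds called inactive have numbers as strong as hits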
phage Ecoli inh: E. coli growth loss with phage present | growth absorbance | inhibition, % at 11.9 µM | hit rate 0.26% among 360,000 | AID 651602; in the data active means inhibition above about 11%
MOR-DOR ag: agonists of human mu-delta opioid receptor heterodimerization; cells, OPRM1-OPRD1 heterodimerization, luminescence; activation, % at 9.3 µM; hit rate 0.3% among 340,000; AID 504326; in the data active means activation above about 18%;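 further: 0% = vehicle-treated cells and 100% = reference agonist; values of inactives mirror those of a sister screen read the other way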
PKA-R1A act: activators of PKA-R1A complex; hit rate 0.083% among 340,000; PKA-R1A dissociation, Cy5-IP20 fluorescence polarization; scaled: DMSO 0%, 113 µM cGMP 100%; activation, % at 11.4 µM;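 active means percent activation above the mean of all tested compounds plus 3 SD, cut at about 19% in these data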;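 further: higher means more PKAc released from R1A so a rise in polarization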
Numbers without * were called inactive; . = no result given. This is a random part of the collection; any-hit rate near 2.8%.

compound | Ecoli viability | Arr AP2 block | DSG3 Ab inh | Tat export inh | PfHsp90 set2 | AddAB inh | OPRM1-OPRD1 inv | SUMO Mot1 rescue | phage Ecoli inh | MOR-DOR ag | PKA-R1A act
Cc1ccc(S(=O)(=O)N2C(=O)CCC2C(=O)O/N=C(\N)c2ccc([N+](=O)[O-])cc2)cc1 (stereo not drawn) | 1.4 | -3 | 116 | 5 | 21 | 0.2 | -11 | 1 | 0.6 | 2.8 | -5
Cc1nn(-c2ccc(Cl)cc2)c2[nH]c(CCl)cc(=O)c12 | -0.9 | -6 | . | 4 | -28 | 3.5 | -20 | -7 | 0.8 | 3.2 | -2
Cn1c(N)c(S(=O)(=O)N2CCN(c3cccc(Cl)c3)CC2)c(=O)n(C)c1=O | 2.5 | 3 | 118 | 24 | 12 | 2.0 | 1 | 160 | 0.2 | -0.1 | -6
COc1ccc(/C=C/C(=O)OCC(=O)NCc2cccs2)cc1OC | 3.4 | 31 | 97 | -10 | -20 | 4.6 | 5 | -35 | 3.6 | -1.0 | -7
N/C(=N\OC(=O)CCCc1ccccc1)c1ccccn1 | 1.0 | -9 | 101 | -14 | 9 | 4.8 | 13 | -6 | 3.2 | -2.4 | 3
CC[C@H]1c2[nH]c3ccccc3c2C[C@H]2C(=O)N(c3ccc(F)cc3)C(=O)N21 | -1.8 | 1 | 100 | -3 | 7 | 2.0 | -26 | 21 | 2.0 | 5.2 | -7
CCOc1ccc(C2/C(=C(\O)c3ccc4c(c3)OCCO4)C(=O)C(=O)N2CCCN2CCOCC2)cc1OC (stereo not drawn) | 0.3 | -15 | . | 0 | -19 | 6.5 | 3 | -16 | 2.6 | -0.6 | -3
COc1ccccc1NC(=O)CSc1nc2sc3c(c2c(=O)n1-c1ccccc1)CCN(C)C3 | -3.8 | 0 | 80 | -4 | -1 | 0.2 | 15 | -8 | 0.0 | -2.8 | -5
CCS(=O)(=O)Nc1ccc(C2=NN(C(=O)c3ccco3)C(c3cccs3)C2)cc1 (stereo not drawn) | 1.7 | -13 | 110 | -2 | -3 | -0.7 | 4 | 68 | -1.7 | -1.1 | 12
COC(=O)c1cn(-c2ccc(Cl)cc2)c(=O)c2ccccc12 | -1.4 | 0 | 102 | -5 | -22 | -1.6 | 14 | -3 | 3.1 | -2.7 | 7
COc1ccc(OCc2cc(C(=O)NC(C)Cc3cccnc3)no2)c(Cl)c1 (stereo not drawn) | 0.4 | -13 | 103 | -2 | 16 | 1.1 | 10 | 3 | 1.3 | -1.9 | -5
CN(c1ccc(O)cc1)c1nc(-c2cccnc2)cs1 | -2.1 | 6 | 106 | 3 | -15 | 4.6 | 7 | -2 | 2.7 | -1.4 | 4
CCc1cc2c(=O)c(-c3nc4ccccc4[nH]3)coc2cc1OC(=O)N1CCOCC1 | -0.5 | 2 | 96 | -9 | 7 | -0.9 | 3 | -21 | 0.8 | -0.6 | -7
CCCCc1ccc(NC(=O)Nc2cccnc2)cc1 | 2.8 | -6 | 109 | 1 | 19 | 1.7 | -24 | 8 | 3.7 | 4.5 | -7
O=C(CC12CC3CC(CC(C3)C1)C2)N1CCOCC1 | -0.8 | 1 | 99 | -3 | -7 | 1.4 | -3 | 447 | -0.2 | 0.8 | 12
O=C(O)Cn1nc(C(F)(F)F)c2c1CCCC2 | -0.2 | 10 | 102 | -1 | 23 | 3.3 | . | -1 | 1.9 | . | .
COc1cccc(CN2CCNC(=O)C2CC(=O)NCCn2nc(C)cc2C)c1OC (stereo not drawn) | -0.8 | 6 | 97 | 1 | 23 | 2.2 | 5 | 249 | 1.5 | -1.0 | -1
Fc1ccc(OCc2nn3cnnc3s2)cc1 | 1.3 | 16 | 104 | 1 | -6 | 0.9 | 7 | -20 | 2.6 | -1.3 | -1
CCN(CC)CCCN1C=C2C(=O)C(C)(OC(=O)C3CCCC3)C(=O)C(c3ccccc3)=C2C=C1CCCC(=O)OC (stereo not drawn) | -3.4 | 15 | 102 | 6 | . | 5.2 | 2 | 10 | 1.4 | -0.4 | -14
COc1cc2c(cc1OC)CN(C(=O)CNC(=O)c1ccc(OC(F)F)cc1)CC2 | . | -7 | 104 | -2 | -44 | . | 13 | -15 | 0.1 | -3.1 | -3
Cc1c(NS(=O)(=O)c2cccc(C(=O)OCC(=O)N(C)C3CCCCC3)c2)c(=O)n(-c2ccccc2)n1C | -0.2 | -24 | 87 | -7 | 2 | 1.4 | 0 | 7 | 0.5 | 0.1 | 6
Cc1ccc(CNC(=O)C2CCN(S(=O)(=O)N3CCCCC3)CC2)cc1 | 0.9 | 9 | 102 | -2 | -3 | 2.5 | 5 | -6 | 2.0 | -0.9 | -7
Cc1cc(C)cc(C(=O)NC(CC(N)=O)c2ccc(N3CCC(N4CCCCC4)CC3)c([N+](=O)[O-])c2)c1 (stereo not drawn) | 1.9 | -6 | 104 | -15 | 5 | 2.3 | 20 | 855* | 0.2 | -4.4 | 1
Cn1c(CNC(=O)OC(C)(C)C)nnc1SCc1c(Cl)cccc1Cl | 2.8 | 7 | 118 | -7 | 9 | 2.1 | 10 | 2 | 3.6 | -1.8 | 0
CNC(=O)C(=O)NCCCN1CCOCC1 | 3.3 | -12 | 100 | -15 | -17 | 2.2 | 9 | . | 2.0 | -1.7 | -8
Cc1ccc2c(c1)cc(CN(CCc1ccccc1)C(=O)N1CCOCC1)c1nnnn12 | -2.7 | 19 | 87 | 13 | . | -2.2 | 3 | 0 | -3.6 | -0.6 | 9
Cc1nn(CC(=O)N/N=C/c2ccc(F)cc2)c(C)c1[N+](=O)[O-] | -2.4 | -19 | . | -1 | 12 | -0.7 | 7 | 18 | 1.0 | -1.4 | -7
Cc1ccc(C)c(N2CCN(C(=O)c3ccc(CS(=O)(=O)c4ccccc4C)o3)CC2)c1 | -0.4 | -6 | 96 | 15 | . | 0.1 | -17 | -11 | -0.9 | 3.4 | -1
COC(=O)Nc1ccc2ccc3c(NC(=O)OC)ccc4ccc1c2c43 | . | -8 | 103 | 3 | . | . | 0 | . | 1.5 | 0.0 | 0
CC(NC(=S)Nc1ccc(OC(F)F)c(Cl)c1)C(C)(C)C (stereo not drawn) | 4.5 | 4 | 101 | 5 | 13 | 3.9 | -56 | -5 | 9.7 | 11 | -1
Cc1ccc2nc(SCc3nnc(-c4ccccc4[N+](=O)[O-])o3)c(C#N)cc2c1 | . | 0 | 100 | -2 | . | . | 13 | . | 3.3 | -2.5 | 3
C/C(=N\NC(=O)c1cccc(S(=O)(=O)N2CCOCC2)c1)c1ccco1 | 0.1 | 3 | 100 | 20 | 10 | 1.1 | 11 | 9 | 0.1 | -2.1 | 1
CCCn1c(SCC(=O)c2ccc3c(c2)OCCO3)n[nH]c1=O | 1.3 | -10 | 99 | 12 | -24 | 3.9 | 7 | 102 | 3.8 | -1.3 | -1
CSc1ccc(C2NC(=O)CCC2[N+](=O)[O-])cc1 (stereo not drawn) | . | 0 | 105 | -2 | 17 | . | 12 | -11 | -0.6 | -2.7 | 0
COc1ccc(CN(C)C(=O)c2cnc(OC)cc2C(F)(F)F)c(OC)c1 | 3.2 | -3 | 102 | 2 | -9 | 3.2 | 8 | 1 | 0.8 | -1.7 | -3
Cc1ccccc1C(=O)Nc1ccc(Br)cn1 | 4.0 | -1 | 101 | 16 | -9 | 1.4 | 6 | 119 | 0.3 | -1.0 | -10
COc1ccc(NC(=O)CCCc2nnc3n(C)c(=O)c4sccc4n23)cc1 | -0.1 | -8 | 96 | -1 | 10 | 0.0 | 10 | -6 | -2.7 | -1.9 | 3
O=C(Nc1ccc(F)c(Cl)c1)c1ccccc1 | -0.6 | -8 | 105 | 3 | 6 | 2.2 | 4 | 9 | 0.8 | -0.6 | -4
Cc1ccc2nc(SCC(=O)c3c(N)n(C4CC4)c(=O)[nH]c3=O)[nH]c2c1 | . | -5 | 107 | -2 | 1 | . | -4 | . | 1.3 | 0.7 | 6
COc1ccc(-c2c(C(F)(F)F)[nH]n3c(=O)cc(-c4ccccc4)nc23)cc1 | -0.3 | 2 | . | -2 | -12 | 3.1 | 6 | 8 | 2.7 | -1.3 | -20
CCOc1ccc(NS(=O)(=O)c2cnc(Cl)c(Cl)c2)cc1 | 2.0 | 2 | 88 | 0 | -53 | 0.8 | -26 | 50 | 0.9 | 3.9 | -13
Cc1ccccc1CN1CCC(n2nccc2NC(=O)CCCc2ccccc2)CC1 | -0.1 | 19 | 103 | -10 | -9 | 2.5 | -1 | 7 | 1.0 | 0.3 | -13
Cn1c(C(=O)NC2CCCCC2)cc2sccc21 | 0.1 | -1 | 104 | 3 | 10 | -0.6 | 4 | -9 | 0.6 | -0.8 | -7
Cc1cccc(NC(=O)c2ccc3ccccc3n2)n1 | -4.6 | -8 | . | -1 | -2 | 1.7 | -3 | -2 | 1.9 | 0.6 | -7
CN(C)S(=O)(=O)Oc1ccc(Cl)cc1C(=O)Nc1cccc(C(F)(F)F)c1 | 1.0 | 9 | 94 | 5 | . | 1.3 | -6 | 9 | 0.9 | 1.0 | -12
COc1ccc(Nc2nc(NCc3ccco3)nc(N/N=C/c3ccccc3Cl)n2)cc1 | -1.0 | 0 | . | -10 | -33 | 2.9 | 1 | -1 | 0.9 | -0.2 | -6
Cc1ccc(S(=O)(=O)N2CCC(=O)N(CCOCc3ccc(Cl)cc3)CC2)cc1 | -0.7 | 6 | 98 | 1 | -1 | 4.0 | 14 | -10 | 2.7 | -2.5 | -5
C=CCc1ccccc1OCC(=O)O | -0.3 | 43 | 96 | -3 | -16 | -1.2 | 2 | -2 | 2.4 | -0.4 | 12
O=C(N/N=C/c1ccc(Br)s1)Nc1ccccc1 | 0.8 | 0 | 100 | 2 | -50 | 0.7 | -29 | 16 | 3.5 | 5.7 | 4
O=C(N/N=C/c1cccc([N+](=O)[O-])c1O)c1cccs1 | 0.9 | -1 | . | -7 | 3 | 4.2 | 1 | 12 | 1.5 | -0.3 | 6
O=C(CN(C(=O)Cn1nnc(-c2cccs2)n1)c1ccc2c(c1)OCCO2)NC1CCCCC1 | -1.8 | -1 | 104 | 1 | -5 | 2.1 | 15 | 16 | 0.4 | -2.7 | 2
S=C(Nc1cccnc1)Nc1cccc2cnccc12 | -0.9 | 44 | 93 | -3 | -3 | 0.4 | -17 | . | 2.0 | 3.6 | -3

Screens as filed in PubChem.
